# S1P1 ag pot: S1P1 (human) agonism or agonism potentiation | P21453 | S1P1 CRE-bla cells, forskolin, beta-lactamase FRET, potentiator mode; S1P1 agonist co-added at EC20, 2 nM; 100% = saturating reference agonist, 0% = basal | activation, % at 9.5 µM | 0.57% of 56,000 active;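 active = activation above a cutoff set at the mean activation of all tested compounds plus 3 SD, cut at about 54% in these data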;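 note: forskolin at 4 µM as EC80 and the EC20 agonist is SEW2871; 100% = SEW2871 at its EC100 plus forskolin at EC80; some compounds past the cut are filed as inactive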
# M1 antagonist: M1 muscarinic receptor (rat) antagonism | P08482 | CHO-M1 cells, Fluo-4 calcium, ACh EC80 antagonist mode; stronger effect = lower value | B-score at 10 µM | 3.4% of 64,000 active | AID 628;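 active = calcium fluorescence response, raw or row-and-column corrected B-score, differing from the plate sample mean either way at a set confidence level, mostly lower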
# Target sequence (P08482 whole entry, looked up): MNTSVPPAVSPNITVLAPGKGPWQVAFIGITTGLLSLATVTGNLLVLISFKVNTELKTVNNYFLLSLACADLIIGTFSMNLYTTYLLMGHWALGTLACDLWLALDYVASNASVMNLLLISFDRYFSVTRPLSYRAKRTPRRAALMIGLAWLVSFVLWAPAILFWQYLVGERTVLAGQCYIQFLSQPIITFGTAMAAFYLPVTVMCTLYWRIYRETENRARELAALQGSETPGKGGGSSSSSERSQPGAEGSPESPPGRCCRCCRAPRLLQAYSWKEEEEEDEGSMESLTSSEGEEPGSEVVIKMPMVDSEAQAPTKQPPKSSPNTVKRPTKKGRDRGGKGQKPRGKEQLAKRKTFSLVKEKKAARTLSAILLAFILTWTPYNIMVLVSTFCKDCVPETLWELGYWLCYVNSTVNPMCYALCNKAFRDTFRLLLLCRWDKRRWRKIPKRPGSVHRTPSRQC
# M1 ag: M1 muscarinic receptor agonism; 3% of 64,000 active; AID 626; B-score at 10 µM; CHO-M1 cells, Fluo-4 calcium fluorescence, agonist mode; stronger effect = higher value;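 active = fluorescence rise, raw or as B-score row- and column-corrected plate score, outside the 99.7% band of its plate's samples, either direction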
# HTR1E antagonist: blocks the human 5-HT1E serotonin receptor | 0.99% of 65,000 active | inhibition, % at 6 µM | AID 571 | CHO 5-HT1E Ga15 NFAT-bla reporter, FRET, antagonist;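 active = inhibition above a set limit, the mean inhibition across every tested compound plus 3 SD, cut at about 29% in these data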;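 note: signal is the 460 over 535 nm emission ratio of beta-lactamase substrate; 0% = agonist plus DMSO wells and 100% = wells without agonist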
# 5HT1E ag: agonists of human 5-HT1E serotonin receptor; P28566; CHO 5-HT1E Ga15 NFAT-bla reporter, FRET; 0% DMSO wells, 100% control agonist wells; activation, % at 6 µM; 0.69% of 65,000 active; AID 574;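 active = activation above a set limit, the screen-wide mean activation plus 3 SD, cut at about 8.5% in these data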;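 note: 100% = positive control agonist at 1 µM giving full maximal response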
# S1P3 agonist: activates the human S1P3 receptor. activation, % at 4.5 µM. 0.1% of 60,000 active. S1P3 NFAT-BLA reporter cells, agonism, FRET ratio; relative to 1 µM S1P, basal subtracted. Q99500;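 active = activation above the screen-wide mean plus 3 SD, cut at about 4.5% in these data, passing the limit was not always enough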; note: some compounds called inactive have numbers as strong as hits
#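 Assay system: CHO cells stably expressing human S1P3, Gα16 and NFAT-β-lactamase reporter. Timing: overnight plating, 4 h compound 37 °C, 2 h substrate RT. Signal: β-lactamase FRET emission ratio 460/535 nm. Measure: percent activation versus median 1 µM S1P response, basal-subtracted, per plate. Repeats: primary screen single test, confirmation screen in triplicate.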
# Jurkat viability: cytotoxicity toward Jurkat cells | Jurkat E6.1 viability, ATP luminescence, 48 h | 1.2% of 56,000 active | inhibition, % at 4 µM;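 active = inhibition above the mean inhibition of all tested compounds plus 3 SD, cut at about 28% in these data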
# Her2 expr inh: Her2 kinase expression inhibition | HER2 level % of control, % at 10 µM | 0.69% of 65,000 active | SKBR-3 HER2 protein level, AlphaScreen, 18-24 h; stronger effect = lower value | AID 645 | P04626;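 active = HER2 level under 5% of the carrier-only control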;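 note: 100% = DMSO carrier and 0% = 500 nM PU-H71 HSP90 inhibitor; lower value means stronger loss of Her2 protein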
# HEK293 NFkB inh: lowers PMA/ionomycin-induced NF-kB signal in HEK293 cells. HEK-293 NF-kB luciferase reporter, luminescence. inhibition, % at 3 µM. 0.21% of 62,000 active;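 active = inhibition above the mean of all tested compounds plus 3 SD, cut at about 40% in these data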;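 note: 0% = stimulated DMSO wells and 100% = 10 µM reference inhibitor 5653914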
#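 Signal: luciferase luminescence; Material: HEK-293 cells with stable firefly luciferase reporter driven by four HIV NF-kB elements; Probe or stimulus: PMA with ionomycin; Replication: tested once; Times: 1 h compound pretreatment, then 16 h stimulation at 37 °C, 5% CO2; Benchmarks: DMSO and 10 µM reference inhibitor; Evaluation: per-plate % inhibition versus controls.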
# An asterisk follows results filed as active; . = not tested or not shown.
SMILES,S1P1 ag pot,M1 antagonist,M1 ag,HTR1E antagonist,5HT1E ag,S1P3 agonist,Jurkat viability,Her2 expr inh,HEK293 NFkB inh
CC(COc1ccccc1)NC(C)C(O)c1ccc(O)cc1 (configuration not stated),-7,0.056,-2.8,6,2.8,-1.7,.,99,.
C[C@]12CCC(=O)C=C1CC[C@@H]1[C@@H]2CC[C@@]2(C)[C@H]1CC[C@]2(O)C(=O)CO,-6,-1.5,-0.038,2,3.3,0.5,.,78,.
CC[N+](C)(CC)CCOC(=O)C(O)(c1ccccc1)C1CCCCC1 (configuration not stated),-2,-16*,-0.39,-15,-0.9,-4.2,.,103,.
O=C(CCNNC(=O)c1ccncc1)NCc1ccccc1,-8,-0.04,-0.69,-7,-0.8,0.5,.,111,.
O=C(NCCc1c[nH]c2ccccc12)c1cccnc1,.,1.7,0,-2,0.9,-0.4,0,106,6
Cc1nc2ccccn2c(=O)c1CCN1CCC(C(=O)c2ccc(F)cc2)CC1,1,-0.12,-0.5,5,-0.5,-4.1,.,90,.
CC(=O)NC(Cc1ccccc1)C(=O)O (configuration not stated),17,0.74,0.81,-5,-0.2,-0.9,-1,101,6
Cc1cc(-c2ccccc2)nnc1NCCN1CCOCC1,10,-0.48,-0.002,-2,-0.6,-1.2,.,103,.

# Reprinted at random: 2 records from the list, in no set order.
SMILES,S1P1 ag pot,M1 antagonist,M1 ag,HTR1E antagonist,5HT1E ag,S1P3 agonist,Jurkat viability,Her2 expr inh,HEK293 NFkB inh
Cc1nc2ccccn2c(=O)c1CCN1CCC(C(=O)c2ccc(F)cc2)CC1,1,-0.12,-0.5,5,-0.5,-4.1,.,90,.
CC(=O)NC(Cc1ccccc1)C(=O)O (configuration not stated),17,0.74,0.81,-5,-0.2,-0.9,-1,101,6

# A second format for 8 compounds above.
smiles | S1P1 ag pot | M1 antagonist | M1 ag | HTR1E antagonist | 5HT1E ag | S1P3 agonist | Jurkat viability | Her2 expr inh | HEK293 NFkB inh
CC(COc1ccccc1)NC(C)C(O)c1ccc(O)cc1 (configuration not stated) | -7 | 0.056 | -2.8 | 6 | 2.8 | -1.7 | . | 99 | .
C[C@]12CCC(=O)C=C1CC[C@@H]1[C@@H]2CC[C@@]2(C)[C@H]1CC[C@]2(O)C(=O)CO | -6 | -1.5 | -0.038 | 2 | 3.3 | 0.5 | . | 78 | .
CC[N+](C)(CC)CCOC(=O)C(O)(c1ccccc1)C1CCCCC1 (configuration not stated) | -2 | -16* | -0.39 | -15 | -0.9 | -4.2 | . | 103 | .
O=C(CCNNC(=O)c1ccncc1)NCc1ccccc1 | -8 | -0.04 | -0.69 | -7 | -0.8 | 0.5 | . | 111 | .
O=C(NCCc1c[nH]c2ccccc12)c1cccnc1 | . | 1.7 | 0 | -2 | 0.9 | -0.4 | 0 | 106 | 6
Cc1nc2ccccn2c(=O)c1CCN1CCC(C(=O)c2ccc(F)cc2)CC1 | 1 | -0.12 | -0.5 | 5 | -0.5 | -4.1 | . | 90 | .
CC(=O)NC(Cc1ccccc1)C(=O)O (configuration not stated) | 17 | 0.74 | 0.81 | -5 | -0.2 | -0.9 | -1 | 101 | 6
Cc1cc(-c2ccccc2)nnc1NCCN1CCOCC1 | 10 | -0.48 | -0.002 | -2 | -0.6 | -1.2 | . | 103 | .

# These rows are one share of the data; count on the stated rates, not on these rows.
